bovine MsrA act: activates bovine MsrA enzyme; purified bovine MsrA, absorbance read-out; activation, % at 10.6 µM; 360,000 compounds, 0.3% hits; in the data active = activation above about 7.5%;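 also: 0% = vehicle and 100% = reference activator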
MsrA inhibitor: inhibitors of bovine MsrA; purified bovine MsrA, absorbance read-out; inhibition, % at 15.5 µM; 360,000 compounds, 0.75% hits; AID 651718; in the data active = inhibition above about 4.5%;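 also: 0% = vehicle wells with enzyme and 100% = reference inhibitor wells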
SUMO1-SIM PPI: SUMO1-SIM interaction modulation | SUMO1 binding to a labelled peptide, TR-FRET, 1 h | P63165 | inhibition, % at 20 µM | 360,000 compounds, 0.33% hits | AID 602429; in the data active = inhibition above about 37%
DNMT1 block: DNMT1 (human) enzyme inhibition | inhibition (reported as % activation of signal), % at 10 µM | DNMT1 molecular beacon, Hinp1I cleavage, fluorescence | AID 588458 | 360,000 compounds, 0.83% hits | P26358; in the data active = inhibition above about 50%
Scp-1 inhibitor: Scp-1 (human) phosphatase inhibition | Q9GZU7 | Recombinant Scp1, phosphopeptide, malachite green phosphate absorbance | inhibition, % at 20 µM | 340,000 compounds, 0.88% hits | AID 493091;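 active = inhibition above about 50% at 20 µM, limit read from the data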;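 also: plate controls were DMSO wells with enzyme for no effect and wells lacking enzyme for full effect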
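Incubation: 45 min enzyme reaction at room temperature / System: truncated SCP-1 phosphatase (76-261aa) / Reagent: Phospho 17-mer peptide substrate / Buffer or medium: Acidic Tris acetate buffer with magnesium and detergent / Signal: absorbance at 630 nm / Doses: one concentration, 20 µM, with 1.0% DMSO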
eLon inh: inhibitors of E. coli Lon protease. P0A9M0. purified E. coli Lon protease, fluorescence polarization. inhibition, % at 7.94 µM. 360,000 compounds, 0.42% hits; in the data active = inhibition above about 13%, passing the limit was not always enough;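 also: 0% = enzyme with probe and DMSO and 100% = no enzyme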
Tb MetRS inh: blocks T. brucei methionyl-tRNA synthetase activity; AID 624268; inhibition, % at 11.9 µM; purified T. brucei MetRS, ATP depletion, Kinase-Glo luminescence; 360,000 compounds, 0.4% hits;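 active = inhibition above a per-plate cutoff of the control wells' mean inhibition plus 3 SD, cut at about 5.5% in these data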;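 also: 0% = DMSO wells median and 100% = median of wells with control inhibitor compound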
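Material: T. brucei methionyl-tRNA synthetase, purified; reagent: substrates ATP, L-methionine and bulk Escherichia coli tRNA; dosing: 11.9 µM single point; timing: 15 min plus 2 h at 25 °C; detection: luminescence of leftover ATP; evaluation: % inhibition; control set: DMSO-only wells as low control; replicates: singlicate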
NRP1-CendR mod: modulators of CendR peptide binding to human neuropilin-1. O14786. FAM-RPARPAR peptide binding to NRP-1, fluorescence polarization. inhibition, % at 25 µM. 360,000 compounds, 0.85% hits;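 active = inhibition or corrected inhibition above about 18%, plus a signal ratio from 0.5 to 1.5, limit read from the data, passing the limit was not always enough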; also: strong numbers were not always called active
Target sequence (O14786 whole entry, looked up): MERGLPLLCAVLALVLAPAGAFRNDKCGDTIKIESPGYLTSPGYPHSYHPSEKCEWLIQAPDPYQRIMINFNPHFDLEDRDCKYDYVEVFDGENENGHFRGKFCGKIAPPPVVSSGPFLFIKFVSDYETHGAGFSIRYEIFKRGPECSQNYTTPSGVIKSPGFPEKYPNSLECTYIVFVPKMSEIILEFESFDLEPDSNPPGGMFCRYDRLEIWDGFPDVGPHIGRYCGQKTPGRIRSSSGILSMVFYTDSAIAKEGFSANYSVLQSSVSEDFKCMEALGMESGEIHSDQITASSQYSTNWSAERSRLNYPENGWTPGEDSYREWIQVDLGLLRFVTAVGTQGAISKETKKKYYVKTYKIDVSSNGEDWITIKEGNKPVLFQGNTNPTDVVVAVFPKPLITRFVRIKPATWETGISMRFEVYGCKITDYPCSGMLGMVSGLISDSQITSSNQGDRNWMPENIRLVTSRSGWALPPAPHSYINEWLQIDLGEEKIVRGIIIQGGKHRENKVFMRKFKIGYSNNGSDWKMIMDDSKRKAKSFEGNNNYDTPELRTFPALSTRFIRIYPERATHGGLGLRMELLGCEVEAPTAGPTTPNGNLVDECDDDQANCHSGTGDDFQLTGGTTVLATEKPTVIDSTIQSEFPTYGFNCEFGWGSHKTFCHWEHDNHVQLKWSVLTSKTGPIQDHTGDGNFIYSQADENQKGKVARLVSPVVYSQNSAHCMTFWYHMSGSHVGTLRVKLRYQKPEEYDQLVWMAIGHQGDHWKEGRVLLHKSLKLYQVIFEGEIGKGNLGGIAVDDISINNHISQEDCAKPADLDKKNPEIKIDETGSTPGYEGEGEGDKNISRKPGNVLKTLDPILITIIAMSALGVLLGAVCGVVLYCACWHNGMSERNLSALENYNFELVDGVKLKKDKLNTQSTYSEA
STEP block: blocks human striatal-enriched tyrosine phosphatase. P54829. inhibition, % at 20 µM. AID 588621. recombinant STEP, OMFP fluorogenic substrate, fluorescence. 360,000 compounds, 0.25% hits;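 active = inhibition at 20 µM, scaled per plate between control wells, above about 37%, limit read from the data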;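 also: 0% = DMSO with enzyme and substrate and 100% = substrate only without enzyme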
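medium = Bis-Tris buffer pH 6.0, 2.5 mM DTT, 0.005% Tween 20 | test system = STEP (striatal-enriched tyrosine phosphatase) enzyme, cell-free | measure = normalized % inhibition | compound dosing = 20 µM, 1% DMSO | also added = 25 µM OMFP | schedule = reaction 20 min, ambient temperature | measured by = fluorescence read at 480 nm ex / 540 nm em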
LMPTP inh: blocks human LMPTP phosphatase | P24666 | recombinant LMPTP-A, OMFP fluorogenic substrate, fluorescence intensity | inhibition, % at 20 µM | 360,000 compounds, 0.22% hits | AID 651560;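 active = compounds that cut the enzyme signal by at least half of the control window in the single-dose screen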;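 also: plate controls were DMSO wells with enzyme plus substrate for no effect and substrate without enzyme for full effect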
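Assay system: LMPTP-A phosphatase enzyme | Input: 0.625 nM enzyme | Also added: Fluorogenic phosphatase substrate OMFP at 400 µM final | Compound dosing: One test concentration per compound, 20 µM, with 3% DMSO overall | Schedule: 50 min enzyme reaction at room temperature, protected from light | Signal: Fluorescence intensity | Benchmarks: no-enzyme and uninhibited controls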
* hit, by the source's call; / = not tested or not shown. An unsorted share of the library; 4.3% or so of the library scored in one or more.

SMILES	bovine MsrA act	MsrA inhibitor	SUMO1-SIM PPI	DNMT1 block	Scp-1 inhibitor	eLon inh	Tb MetRS inh	NRP1-CendR mod	STEP block	LMPTP inh
Cc1ccc(Oc2ccc(C(F)(F)F)cc2[N+](=O)[O-])c([N+](=O)[O-])n1	-7	0.7	-19	0	-13	1	-1.1	-6	1	1.8
COCCOC(=O)c1c(NC(=O)CN2c3ccccc3CC2C)sc(C(N)=O)c1C (stereo not drawn)	-5	1.5	7	-3	-6	-2	-0.3	-1	2	2.0
CCC1(CC)Cc2ccccc2-c2nc(-c3ccccc3)oc(=O)c21	-9	/	-4	4	4	-5	0.4	-5	4	1.3
Cn1c(N/N=C/c2ccccc2)nc2sc3c(c2c1=O)CCC3	-3	-0.1	15	-7	1	-6	-0.5	0	2	0.0
CC1(C)CC2CC(C)(CN2S(=O)(=O)c2ccc(C(=O)Nc3cc(S(=O)(=O)N4CCOCC4)ccc3Cl)cc2)C1 (stereo not drawn)	0	-1.1	4	2	-16	-2	0.0	12	12	1.6
O=C(c1ccco1)N1CCN(c2ncnc3c2nnn3Cc2ccccc2Cl)CC1	2	-0.4	1	-10	12	-2	1.1	16	0	0.4
CC(C)(C)C1(C)OC(C(=O)NC2CCCCC2)C(C(=O)NC2CCCCC2)O1 (stereo not drawn)	-1	-0.9	-5	-2	-4	-1	-0.7	0	-1	0.3
O=c1[nH]c(/C(Cl)=C/c2cccc(F)c2)nc2cc(C(F)(F)F)ccc12	-7	-0.1	-1	2	6	0	-0.2	-1	-1	-1.0
Cc1nc(-c2ccccc2)nc(Cl)c1Cl	-4	2.3	-3	1	-4	-1	-0.6	9	2	-0.4
CC(C)c1ccc(NC(=O)C2CCCN(S(=O)(=O)c3cnc[nH]3)C2)cc1 (stereo not drawn)	-2	-0.8	3	2	-6	-7	-0.2	1	-1	-0.5
Cc1nc([N+](=O)[O-])cn1CC(=O)c1ccc(Cl)cc1	-4	2.3	-12	0	-10	5	-0.5	0	-1	-1.1
COc1ccc(Cl)cc1-c1cc(C(=O)NCc2ccc(C(F)(F)F)cc2)[nH]n1	-4	-0.4	17	-7	/	10	-0.2	-7	-2	1.7
COc1ccc(/C(C)=N/NC(=O)CNC(=O)Cc2ccccc2)c(OC)c1	-2	-0.3	-4	3	-15	8	-0.4	-5	0	-1.0
CCOc1ccc(N2C(=O)c3ccc(C(=O)OCC(=O)N(CC)C4CCS(=O)(=O)C4)cc3C2=O)cc1 (stereo not drawn)	-1	0.2	-25	0	8	2	0.4	-29	5	0.6
O=C(Nc1ccccc1)c1ccccc1O	-6	0.7	0	-4	-2	-14	-0.5	-9	0	-1.2
COc1cc(NS(=O)(=O)c2cn(C)cn2)cc(OC)c1OC	-1	0.3	-1	-5	-4	2	-0.5	8	0	-0.2
CC(C)c1ccc(N(C(=O)c2snc(C(N)=O)c2N)C(C(=O)NC2CCCC2)c2ccncc2)cc1 (stereo not drawn)	0	-0.7	-6	4	-1	3	0.0	-1	-2	0.7
Cc1cc(C)cc(NC(=O)NCc2ccccn2)c1	-7	-0.6	5	0	1	-2	-0.5	3	-1	-1.0
O=C(Nc1cccc(N2C(=O)C=CC2=O)c1)c1cccs1	-11	-0.1	22	9	/	-13	-0.3	-34	-2	0.8
C=CCOC(=O)CSCC(NC(=O)OC(C)(C)C)C(=O)OCC (stereo not drawn)	-3	-0.8	3	3	-2	-7	-0.2	6	2	-0.9
CN1CCCN(C(=O)CNC(=O)Cc2ccccc2)CC1	0	0.9	-5	-3	-7	2	-1.0	-1	-1	-0.4
COCCNC(=O)c1ccc(C)cc1C	-2	1.5	3	1	-3	-4	-0.1	0	-4	0.2
C=CCC1(CC=C)CCCN1C(=O)c1cc(COc2ccccc2SC)on1	-3	0.8	3	6	-7	-7	-0.4	5	2	5.9
Cc1ccc(CNC(=O)C2CCN(C(=O)Nc3ccc(C)cc3)CC2)cc1	-9	0.1	-4	2	9	-9	-0.6	15	0	0.6
CCOc1ccccc1OCCCC(=O)Nc1nc2ccccc2[nH]1	1	0.9	2	1	-2	1	-0.3	0	4	-0.9
Cc1cc(Cl)ccc1OCC(=O)N[C@@H](Cc1ccccc1)c1nc2ccccc2[nH]1	-8	1.5	-3	7	86*	8	-1.4	-2	1	-1.7
N#Cc1ccc(CN2CCN(c3ccc(S(=O)(=O)N4CCCC4)cn3)CC2)cc1	-5	0.7	-4	2	-7	6	-0.4	-3	2	-1.0
CN(C)S(=O)(=O)c1cccc(NC(=O)COC(=O)c2cn(-c3ccccc3)nc2-c2ccccc2)c1	-2	-0.6	-1	-9	-8	4	-0.2	-4	0	4.8
O=C(O)Cn1c(C(F)(F)F)nc2ccccc21	-8	-1.0	2	14	-3	-6	-0.8	0	-1	0.5
C/C(=N/NS(=O)(=O)c1ccc(C)cc1)c1ccc(NC(=O)C(F)(F)F)cc1	1	1.7	8	-6	-3	-8	-0.5	10	-6	1.9
CCc1ccc(-c2nn(-c3ccccc3)cc2C2SCC(=O)N2Cc2ccco2)cc1 (stereo not drawn)	-4	1.5	0	-13	-11	-3	-0.6	-2	5	2.9
Cc1cccc(NC(=O)Nc2ccc3c(c2)CCC3)c1	-2	-0.1	-1	-1	-11	-2	-0.2	12	0	1.9
Cc1ccc([C@@H]2[C@@H]3C(=O)N(C)C(=O)[C@@H]3[C@]3(C)C(=O)N(Cc4ccccc4)CC(=O)N23)o1	-13	-1.4	4	2	0	-9	-0.8	-2	3	-0.7
O=C(c1ccc(Cl)cc1)N1CCc2c([nH]c3ccccc23)C1C(F)(F)F (stereo not drawn)	0	-0.6	-1	-1	29	2	-0.5	15	1	4.4
CCN1CCN(c2cc(C)c3cc(NC(=O)c4ccc(OC)c(OC)c4)ccc3n2)CC1	0	-0.6	-10	-2	-9	0	-0.1	-20	2	2.5
Cc1cc(=O)n2ccccc2c1C#N	-7	3.8	-17	-1	-3	-8	-0.2	5	-3	-1.9
CC(C(=O)Nc1ccccn1)N1C(=O)c2ccccc2S1(=O)=O (stereo not drawn)	1	-0.1	4	1	1	-3	-0.3	1	-1	-0.7
O=C(/C=C/c1cccc([N+](=O)[O-])c1)N1CCN(c2ccccc2F)CC1	-4	-0.8	-15	3	-7	-2	0.1	-7	2	-0.7
COCC(C)NC(=O)C1CC(=O)N(CCc2ccc(F)cc2)C1 (stereo not drawn)	0	1.0	-2	0	/	7	0.1	0	-3	0.1
CCOc1ccc(N2C(=O)CC(Sc3nc(-c4cccs4)cc(C(F)(F)F)c3C#N)C2=O)cc1 (stereo not drawn)	10*	2.4	3	-5	-3	-10	-0.5	-14	4	2.0
CC1CCN(c2nc3ccc(C(=O)NCCCN4CCCCC4)cc3s2)CC1	0	0.0	-4	-1	-15	-6	-0.1	11	-2	-0.6
O=C(NCCCN1CCCC1=O)c1cccc(S(=O)(=O)N2CCN(c3ccc(F)cc3)CC2)c1	-2	-0.4	3	-1	-4	3	0.0	14	1	1.0
O=C(CN(C(=O)CCC(=O)Nc1ccccn1)c1cccc(F)c1)NCc1ccc(F)cc1	-1	-0.8	5	2	0	4	-0.2	7	3	0.7
CC(C)c1ccc(NC(=O)CCNS(=O)(=O)c2cccc3nsnc23)cc1	-2	0.3	-20	-2	-5	6	-0.5	7	-3	0.8
O=C(NNC(=O)C1CC=CCC1)c1ccccc1Br (stereo not drawn)	-1	0.8	6	4	-4	7	-0.5	-3	0	-2.3
CC(=O)OCC(=O)C1(O)CCC2C3CC(C)C4=CC(=O)C=CC4(C)C3(F)C(O)CC21C (stereo not drawn)	-2	-0.1	1	4	-5	-8	-0.3	10	-3	0.1
Cc1cc(-c2ccc(C)c(S(=O)(=O)NCc3ccc(Br)cc3)c2)on1	-3	-1.0	-1	-7	-9	3	0.5	-1	0	3.9
O=S1(=O)CC/C(=N\Nc2ccccc2)c2ccsc21	-2	3.4	-10	-4	7	4	0.3	5	-4	2.0
O=S1(=O)NC(C2CC2c2ccccc2)CCO1 (stereo not drawn)	-3	0.5	1	4	-10	-3	-0.3	23*	2	2.4
Cc1cc(-c2nnc(SCC(=O)Nc3ccccc3C)n2N)n[nH]1	-3	-1.0	-2	-2	-8	-6	-0.4	-3	-4	-1.5
CCOc1ccc2ccccc2c1C(=O)Nc1cc(=O)n(C)c(=O)n1C	-6	0.3	-4	-2	-10	-6	-0.5	0	-2	-2.2
